Source: PubChem BioAssay (Sanford-Burnham Center for Chemical Genomics)
UPR XBP1 act – activators of adaptive arm of unfolded protein response (XBP1). CHO-XBP1 luciferase reporter, IRE1-XBP1 UPR activation, luminescence; percent of tunicamycin response, DMSO as zero. activation, % at 20 µM. actives 0.33% (n = 330,000). AID 463104;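 active means versus positive control, 20 µM dose yields 30% or more activation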;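 further: 100% = tunicamycin at 10 µg/mL and 0% = DMSO only wells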
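Assay system: IRE1-XBP1 luciferase reporter CHO line. Input: 1000 cells/well. Buffer or medium: F12 with 10% serum. Doses: 20 µM, 1% DMSO. Times: overnight seeding at 37 °C, 6 h compound treatment at 37 °C. Technique: Steady-Glo luciferase glow luminescence, 10 min after reagent addition.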
APJ agonist – agonists of human APJ apelin receptor; P35414; CHO-K1 APJ PathHunter beta-arrestin, luminescence; 0% DMSO wells, 100% apelin; activation, % at 20 µM; actives 0.11% (n = 330,000);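 active means activation more than six SD over the plate average, tested at 20 µM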;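 further: 0% = DMSO alone and 100% = apelin-13 at 10 nM; some results filed as inactive read as strong as hits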
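Assay system: CHO-K1 APJ beta-arrestin complementation cell line / Compound: single test compound dose, 20 µM final, 1% DMSO / Times: overnight seeding, 90 min compound at 25 °C, 1 h detection / Technique: beta-gal luminescence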
tim10-1 inh – tim10-1 yeast growth inhibition | S. cerevisiae tim10-1 ts strain growth, BacTiter-Glo, 24 h | inhibition, % at 20 µM | actives 2.2% (n = 330,000);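 active means inhibition of at least 40%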;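 further: mutant grown at 25 °C; 0% = DMSO wells with yeast and 100% = wells holding no yeast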
Mdm2-MdmX inh – disrupts the human Mdm2-MdmX interaction; inhibition, % at 8 µM; actives 3% (n = 330,000); SaOS-2 split-luciferase Mdm2/MdmX complementation, luminescence;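 active means inhibition of at least 50% at 8 µM in the primary screen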
Target sequence (O15151 whole entry, looked up): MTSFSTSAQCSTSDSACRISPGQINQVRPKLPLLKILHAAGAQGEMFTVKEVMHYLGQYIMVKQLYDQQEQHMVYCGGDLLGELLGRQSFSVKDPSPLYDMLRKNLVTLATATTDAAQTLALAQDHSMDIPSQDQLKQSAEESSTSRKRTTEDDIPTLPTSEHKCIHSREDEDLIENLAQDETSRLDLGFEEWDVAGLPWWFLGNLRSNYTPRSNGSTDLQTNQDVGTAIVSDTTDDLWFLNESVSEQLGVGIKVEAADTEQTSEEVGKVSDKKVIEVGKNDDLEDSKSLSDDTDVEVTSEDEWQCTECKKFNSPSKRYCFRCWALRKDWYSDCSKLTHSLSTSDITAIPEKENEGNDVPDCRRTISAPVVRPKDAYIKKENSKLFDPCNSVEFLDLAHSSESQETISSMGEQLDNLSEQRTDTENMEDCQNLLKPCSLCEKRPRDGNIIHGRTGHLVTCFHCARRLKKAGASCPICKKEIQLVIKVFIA
Target sequence (Q00987 whole entry, looked up): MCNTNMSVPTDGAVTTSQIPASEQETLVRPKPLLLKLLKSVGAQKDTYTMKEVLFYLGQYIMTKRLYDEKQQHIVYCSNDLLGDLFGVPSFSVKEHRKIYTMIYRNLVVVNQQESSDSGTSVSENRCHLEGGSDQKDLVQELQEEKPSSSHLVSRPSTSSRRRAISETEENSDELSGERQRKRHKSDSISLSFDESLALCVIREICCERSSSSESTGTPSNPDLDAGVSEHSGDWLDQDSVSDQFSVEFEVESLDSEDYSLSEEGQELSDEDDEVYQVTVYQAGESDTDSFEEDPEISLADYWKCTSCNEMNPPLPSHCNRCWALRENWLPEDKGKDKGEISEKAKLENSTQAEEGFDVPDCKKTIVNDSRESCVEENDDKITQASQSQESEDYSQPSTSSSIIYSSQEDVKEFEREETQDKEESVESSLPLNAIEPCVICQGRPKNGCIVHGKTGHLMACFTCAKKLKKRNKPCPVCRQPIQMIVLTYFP
TIM10 inh – growth inhibitors of TIM10 yeast strain; S. cerevisiae TIM10 strain growth, BacTiter-Glo luminescence, 24 h; inhibition, % at 10 µM; actives 1.4% (n = 330,000);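 active means inhibition of 40% or more at the single tested concentration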;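 further: wild-type TIM10 isogenic control strain grown at permissive 25 °C; 0% = DMSO yeast wells and 100% = minimal medium wells without yeast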
CXCR6 block – blocks human CXCR6 beta-arrestin recruitment. inhibition, % at 20 µM. CHO-K1 PathHunter CXCR6 beta-arrestin, luminescence. O00574. actives 0.36% (n = 360,000); in the data active means inhibition above about 34%, passing the limit was not always enough;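 further: antagonist mode with CXCL16 agonist at 10 nM final; 0% = 10 nM CXCL16 with DMSO and 100% = unstimulated wells without agonist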
tim23-1 inh – inhibits growth of tim23-1 mutant yeast; S. cerevisiae tim23-1 growth, BacTiter-Glo luminescence, 24 h; inhibition, % at 20 µM; actives 1.3% (n = 330,000);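 active means growth inhibition of the mutant yeast at or above 50%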;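 further: temperature-sensitive mutant grown at 25 °C; plate controls were DMSO-treated mutant yeast for no effect and medium wells lacking yeast for full effect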
UPR CHOP act – apoptotic UPR (CHOP) activation; actives 0.34% (n = 330,000); AID 449763; activation, % at 10 µM; CHO-CHOP luciferase reporter, luminescence; percent of tunicamycin response over DMSO baseline;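 active means at 10 µM dose, activation of 40% or more, normalized to positive control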;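 further: 100% = tunicamycin at 10 µg/mL and 0% = DMSO alone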
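Test system: CHO-CHOP cells, stable luciferase reporter of PERK-eIF2a-CHOP signalling | Quantity: 500 CHO-CHOP cells per well | Buffer or medium: F12 plus 10% serum | Compound dosing: 10 µM single point, 0.5% DMSO | Schedule: 6 h compound treatment, 37 °C | Signal: Luciferase luminescence | Control set: Tunicamycin high control, DMSO low control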
APJ antag – APJ receptor antagonism; P35414; CHO-K1 APJ beta-arrestin complementation, luminescence; inhibition, % at 20 µM; actives 0.32% (n = 330,000); AID 2521;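 active means inhibition above about 40% at 20 µM, limit read from the data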;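 further: cells challenged with 10 nM apelin-13 agonist together with compound; plate controls were apelin-13 plus DMSO wells for no effect and DMSO wells lacking apelin-13 for full effect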
Starred values were filed as active, the others as inactive; nt = no result given; & = joins results of further samples.

SMILES	UPR XBP1 act	APJ agonist	tim10-1 inh	Mdm2-MdmX inh	TIM10 inh	CXCR6 block	tim23-1 inh	UPR CHOP act	APJ antag
COC(=O)c1c(NC(=O)CC2SC(N)=NC2=O)sc2c1CCC(C(C)(C)C)C2 (configuration not stated)	1	0	34	36	25	-4	32	0.8	-4
O=C(CSc1nc2ccccc2[nH]1)c1c[nH]c2ccccc12	4	1	-13	-8	16	-6	-3	4.3	-9
Cc1cc(NC(=O)CSc2nc3cc(Cl)ccc3c(=O)n2Cc2ccco2)no1	95*	-1	4	40	-26	-5	-25	11	4
CC(=O)Nc1ccc(NC(=S)NC(=O)/C=C/c2ccco2)cc1	-1	0	2	23	11	-8	21	2.9	-11
COc1ccc(CCNC(=O)C(=O)NCC2CCCN2S(=O)(=O)c2ccc(OC)cc2)cc1 (configuration not stated)	1	2	19	22	10	-5	24	5.5	-20
COC(=O)c1sccc1NC(=O)Cc1ccc(OC)c(OC)c1	-2	-1	1	12	4	3	4	0.4	5
O=C(NCc1ccc2c(c1)OCO2)Nc1ccc(Cl)cc1	-1	-4	-2	3	3	-1	10	4.2	-19
Nc1c(N(CCO)C(=O)C2CCCCC2)c(=O)[nH]c(=O)n1Cc1ccccc1	-3	-3	15	-23	-11	1	4	1.4	11
CN1C(=O)C(O)(CC(=O)/C=C/c2ccco2)c2ccccc21 (configuration not stated)	-2	2	23	16	0	8	20	-2.4	3
COc1ccc2c3c([nH]c2c1)C1CC2C(CC(O)C(OC)C2C(=O)O)CN1CC3 (configuration not stated)	-2	-1	-2	-12	1	-10	-14	-1.4	-69
C=CCn1cnc2c(c1=O)c1nc3ccccc3nc1n2-c1ccc(C)cc1	0	-5	14	-3	21	nt	9	-2.0	18
CC(=O)c1c(C)oc2ccc(N(C(=O)C3CCCCC3)S(=O)(=O)c3cc([N+](=O)[O-])ccc3C)cc12	-2	1	3	18	16	-8	-3	0.0	-18
CCOc1c(Br)cc(C2NS(=O)(=O)N=C3CCCCCN32)cc1OC (configuration not stated)	0	-5	8	6	-6	-2	2	-1.1	-7
COc1cccc(NC(=S)N2CCC(Cc3ccccc3)CC2)c1	0	7	22	3	16	-2	42	0.7	4
CC1=NN(C(=O)COc2ccccc2C)C(O)(c2ccc(Cl)cc2)C1 (configuration not stated)	1	1	11	-5	14	8	26	2.1	15
CNC(=O)Nc1cccc(C(F)(F)F)c1	-1	-1	13	-10	0	1	16	-0.3	0
COc1ccc(C2=NN(C(=O)CSc3nnc(-c4ccccc4F)o3)C(c3ccco3)C2)cc1 (configuration not stated)	-3	-3	48*	17	26	-2	42	0.9	-6
O=C(CN1C(=O)NC2(CCCC2)C1=O)OCc1c(F)cccc1Cl	-3	4	0	-8	-4	-1	9	0.0	19
COc1ccc(/C=N\NS(=O)(=O)c2ccc(Cl)cc2)cc1COc1ccccc1[N+](=O)[O-]	-2	-1	22	0	-6	6	-8	-0.9	1
CN1CCc2c(c3ccccc3n2Cc2ccccc2)C1	3	-5	18	15	7	3&4	9	-0.9	-4

Continued, starting with the last 4 of the part before.
SMILES	UPR XBP1 act	APJ agonist	tim10-1 inh	Mdm2-MdmX inh	TIM10 inh	CXCR6 block	tim23-1 inh	UPR CHOP act	APJ antag
COc1ccc(C2=NN(C(=O)CSc3nnc(-c4ccccc4F)o3)C(c3ccco3)C2)cc1 (configuration not stated)	-3	-3	48*	17	26	-2	42	0.9	-6
O=C(CN1C(=O)NC2(CCCC2)C1=O)OCc1c(F)cccc1Cl	-3	4	0	-8	-4	-1	9	0.0	19
COc1ccc(/C=N\NS(=O)(=O)c2ccc(Cl)cc2)cc1COc1ccccc1[N+](=O)[O-]	-2	-1	22	0	-6	6	-8	-0.9	1
CN1CCc2c(c3ccccc3n2Cc2ccccc2)C1	3	-5	18	15	7	3&4	9	-0.9	-4
O=C(CCCOc1ccccc1)Nc1cccc(C(=O)O)c1	1	-5	0	-16	-11	-4	-5	-2.2	20
COc1cccc(-c2nn(-c3ccc(C)cc3)cc2C(=O)N2CCc3cc(OC)c(OC)cc3C2)c1	-1	4	5	58*	4	-3	9	1.7	-47
CC(C)CN(C(=O)COC(=O)c1cccc2ccccc12)c1c(N)n(Cc2ccccc2)c(=O)[nH]c1=O	0	-3	-8	12	-5	14	-13	-0.1	-38
COc1ccc(/C=N/NC(=O)c2nc(-c3ccccc3)n(-c3ccccc3)n2)c(O)c1	-1	-1	8	63*	-5	-1	-6	-1.7	-3
Cc1ccc(NC(=O)COC(=O)CC2CCCC2)cc1F	-1	0	-19	-10	12	1	43	1.8	9
CCCCc1cc(=O)oc2c(CN3CCCC3)c(O)ccc12	0	-4	27	-10	-15	10	-3	-1.4	11
COc1ccc(N2C(=O)CC(N3CCC(C(N)=O)CC3)C2=O)cc1 (configuration not stated)	-2	-1	17	0	20	-6	12	-2.8	12
COc1ccc(N(C(=O)c2snc(C(N)=O)c2N)C(C(=O)NCc2ccccc2)c2ccc(O)cc2)cc1 (configuration not stated)	0	0	5	12	10	3	3	0.7	7
COc1ccc(/C=N/OCC(=O)Nc2cc(C)on2)cc1OC	0	-1	-6	-15	-7	0	-2	0.1	-1
CCCCc1oc2c(c(=O)c1C)C(=O)CC(c1ccccc1)C2 (configuration not stated)	-6	2	29	25	27	-1	35	-1.6	-12
CCCn1ncc(CN2CCC(C(=O)Nc3cccc(-c4cccc(F)c4)c3)CC2)c1C	-5	5	6	87*	16	-1	-31	4.1	9
CC(=O)n1cc(/C=N/NC(=O)c2ccccc2Cl)c2ccccc21	2	-1	25	15	26	6	37	0.7	7
COc1ccc(C(=O)N/C(=C\c2ccccc2)C(=O)Nc2ccc(C(=O)NCC(=O)O)cc2)cc1	-5	-2	9	1	7	3	0	2.1	2
COCCN(CCOC)S(=O)(=O)c1ccc(OC)cc1	16	3	7	1	2	0	20	-0.2	11
COc1ccccc1C(CC(=O)Nc1nccs1)c1ccco1 (configuration not stated)	-4	-4	18	8	4	-6	16	2.2	-1
Cc1cc(C)nc(/N=C2/NC(=O)CS2)n1	-2	1	9	-25	4	-11	7	-1.7	16
Cn1c2ccccc2c2cnn(CC(=O)O)c(=O)c21	-1	-1	9	20	-8	-3	8	-0.4	-7
COc1cc(CNc2ccc3c(c2)CCC3)cc(OC)c1O	1	-4	7	-18	2	-7	9	1.0	-11
CCC1=NN(C(=O)Cc2ccc(OC)cc2)C(O)(C(F)(F)F)C1 (configuration not stated)	1	4	6	-6	23	2	13	0.8	5
O=C(NCc1cccnc1)c1cccc(F)c1	2	0	17	-6	1	18	6	-1.5	7
CC(C)CN1CCC(=O)N([C@H](CO)Cc2ccccc2)CC1	-1	5	3	-10	6	3	5	0.1	7
COc1ccc(NC(=O)c2cc(F)cc(F)c2)cc1S(=O)(=O)N1CCCCC1	-3	-2	-22	40	-32	7	-23	-2.3	-9
O=S(=O)(c1cnccc1N1CCN(CCO)CC1)N1CCCCC1	-3	-4	19	-2	-1	-5	6	-0.3	5
COc1ccc(OC)c(CCNC(=O)CN2C(=O)COc3ccc(S(=O)(=O)N4CCOCC4)cc32)c1	-3	6	1	-16	4	6	5	0.7	-12
O=c1cc(-c2ccc(O)cc2)oc2cc(O)c([C@@H]3O[C@H](CO)[C@@H](O)[C@H](O)[C@H]3O)c(O)c12	-1	0	10	-2	-2	4	8	-0.9	-3
O=C(c1cc(-c2ccc3c(c2)OCO3)on1)N1CCCCC1	-12	-2	-11	2	7	2	4	-1.4	-19
Cc1ccc(OCC(=O)c2cc(C)n(C3CC3)c2C)c([N+](=O)[O-])n1	3	9	20	-21	12	1	15	4.7	-3
COc1cccc(C(=O)NC(=S)Nc2ccc(Cl)cc2C(=O)O)c1	-2	-4	9	-1	15	21	23	0.6	9
CCOc1cc2[nH]c(=S)n(CCCC(=O)NCc3ccco3)c(=O)c2cc1OCC	-2	0	18	-4	2	4	-4	2.0	10
O=C(CCCC(=O)c1ccc(O)cc1)c1ccc(O)cc1	3	-2	2	-153	-4	-3	6	2.1	-37
O=C(Cc1ccccc1)N1CCN(c2ccccc2F)CC1	0	-3	-14	2	0	6	18	1.2	-4
COc1ccc(C(=O)NC(=S)Nc2cccnc2)cc1OC	-1	-3	1	18	2	9	7	-0.5	30
CN(C)C(=O)c1nc2ccccc2s1	3	-2	-29	-10	9	-4	-5	1.5	-6
Cc1sc2nc(CN(Cc3ccccc3)C(=O)NC3CCCCC3)[nH]c(=O)c2c1C	0	-2	28	4	26	-2	20	-1.2	-4
CCCCC(=O)Nc1c2c(nn1-c1ccc(C)cc1)CS(=O)(=O)C2	3	-1	0	19	0	5	4	-0.5	18
COc1ccc(C(=O)CN2CCN(c3cc(C)nc4ccccc34)CC2)cc1	-5	4	-19	-7	-10	-7	1	0.2	-4
CC1CCCCN1c1ncnc(N)c1[N+](=O)[O-] (configuration not stated)	-2	-1	1	37	-2	1	24	-1.4	4
CC(C)C(=O)Nc1ccc(N2CCN(S(C)(=O)=O)CC2)cc1	1	-3	-1	-8	-5	-8	-5	-0.9	6
Cc1ccc(Nc2cc(=O)n(C3CCCCC3)c(=O)[nH]2)cc1C	9	0	-7	54*	5	-1	-21	1.0	29
CCC(C)NCCCCOc1cc(C)cc(C(C)C)c1 (configuration not stated)	-1	-3	-61	11	-43	11	-21	1.4	4
COc1ccccc1CNC(=O)COC(=O)c1sc(C)nc1C	0	-4	-14	-9	4	9	-4	0.0	-7
O=C(CN(Cc1ccco1)C(=O)CNS(=O)(=O)c1ccccc1)NCc1ccc(F)cc1	-5	-2	-2	12	3	-7	-21	-0.2	2
CN(C)NC1CC(=O)N(c2ccccc2)C1=O (configuration not stated)	-3	-1	-1	9	-3	-4	0	-1.1	-1
O=C(Cc1ccc(Br)cc1)Nc1cccc(-c2cn3c(n2)SCC3)c1	0	-2	6	10	15	-10	17	-0.8	-9
Cc1noc(C)c1NC(=O)Nc1cccc2c1O[C@H](CN(C)C(=O)Nc1ccc(C(F)(F)F)cc1)[C@@H](C)CN([C@H](C)CO)C2=O	-4	-3	-4	11	5	-6	7	1.1	-5
CC(C)(C)NC(=O)COC(=O)/C=C/c1ccccc1[N+](=O)[O-]	0	1	13	32	17	-2	12	0.0	11
O=C(CNC(=O)Cc1ccccc1)NCC(=O)OCC(=O)c1ccc(Cl)cc1	0	0	4	-5	-4	-10	10	2.7	-14
COc1ccc(NC(=O)c2ccccc2NC(=O)CSc2ccc(C)cc2)cc1	-3	-2	4	24	5	-1	-4	-1.0	1
O=C(COc1ccc2ccccc2c1)NCCNC(=O)COc1ccc2ccccc2c1	2	2	-3	40	-17	0	10	-0.2	10
Cc1ccc(S(=O)(=O)NCCC(=O)OCC(=O)Nc2cccc(S(=O)(=O)NC3=NCCCCC3)c2)cc1	-2	-3	11	15	-6	12	15	1.6	14
CC(C)CN(C(=O)CN(C)C(=O)c1ccco1)c1c(N)n(CC(C)C)c(=O)[nH]c1=O	0	-5	-16	-7	-12	-5	-16	0.6	-4

The list is partial (hit frequency here may not be typical).
